Shn3 3UTR inh: reduces Shn3 3'UTR luciferase signal in osteoblasts; hit rate 0.52% among 360,000; Clone20 osteoblast Shn3 3'UTR firefly luciferase, 24 h; inhibition, % at 12.5 µM;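 active means mean inhibition of at least 75% with every replicate also reaching 75%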;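 further: 0% = median of neutral control wells and 100% = pilot-screen positive control compound; some compounds past the cut are filed as inactive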
TRAIL sens C8: caspase-8 TRAIL sensitization | NB7+C8 cells + TRAIL, ATPlite viability luminescence | inhibition (viability loss, TRAIL sensitization), % at 10 µM | hit rate 1% among 360,000 | AID 624354;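 active means compounds causing at least 50% loss of cell viability in the single-dose screen, relative to plate controls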
NR2E3 ag-1: activates human NR2E3 receptor | CHO-S Gal4-NCOR/VP16-NR2E3 two-hybrid, luciferase | AID 602229 | hit rate 0.35% among 360,000 | inhibition of corepressor binding, % at 3.98 µM;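 active means inhibition above the mean of all tested compounds plus 3 SD, cut at about 70% in these data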;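 further: 0% = DMSO with NR2E3 transfected cells and 100% = cells lacking NR2E3 construct; higher means lower luciferase signal from less NR2E3 corepressor binding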
Target sequence (Q9Y5X4 whole entry, looked up, the tested form may be a part): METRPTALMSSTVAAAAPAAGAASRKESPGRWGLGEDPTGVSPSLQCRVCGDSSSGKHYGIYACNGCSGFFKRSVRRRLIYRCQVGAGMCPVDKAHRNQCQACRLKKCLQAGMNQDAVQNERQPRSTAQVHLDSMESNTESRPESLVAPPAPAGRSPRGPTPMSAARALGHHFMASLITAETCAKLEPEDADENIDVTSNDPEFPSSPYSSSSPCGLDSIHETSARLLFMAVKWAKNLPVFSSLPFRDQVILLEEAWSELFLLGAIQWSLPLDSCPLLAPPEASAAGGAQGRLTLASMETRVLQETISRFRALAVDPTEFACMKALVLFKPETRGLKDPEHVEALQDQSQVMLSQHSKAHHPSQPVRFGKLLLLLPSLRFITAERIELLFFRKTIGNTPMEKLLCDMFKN
HIF-2a inh: inhibitors of HIF-2a. 786-0 RCC cells HIF-2a reporter, luciferase luminescence, overnight. hit rate 0.72% among 360,000. inhibition, % at 18.8 µM. AID 624352;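 active means inhibition of the luminescence signal of 40% or more relative to plate controls, in a single-dose primary screen at 18.75 µM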
NR2E3 ag-2: NR2E3 (human) agonism. Q9Y5X4. GST-NR2E3/biotin-RetCOR TR-FRET, 1536-well. inhibition of corepressor binding, % at 4.78 µM. hit rate 0.12% among 320,000. AID 2300;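 active means percent inhibition above the cutoff of mean plus 3 SD of all tested compounds, set per screening campaign, cut at about 20% in these data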;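 further: 0% = DMSO wells and 100% = biotin wells as full block of FRET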
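Material – GST-tagged NR2E3 plus biotinylated RetCOR corepressor · Quantity – NR2E3 fusion 1.35 nM · Times – 5 h incubation at 4 °C · Medium – pH 7.5 Tris-based buffer · Technique – TR-FRET, Eu(K)-anti-GST donor, streptavidin-D2 acceptor, ex 340, em 617/671 nm · Benchmarks – high control biotin, low control 0.6% DMSO · Format – 1536-well plates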
KKLEB cytotox: CF airway cell cytotoxicity counter-screen; AID 602141; hit rate 0.36% among 360,000; activity change (cytotoxicity), % at 5 µM; KKLEB CF airway cells viability, ATPlite luminescence, overnight; stronger effect = lower value; cells stimulated with P. aeruginosa culture filtrate;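 active means corrected activity change at or below -50% at 5 µM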
TWEAK-Fn14 inh: blocks TWEAK-Fn14 interaction in a reporter cell assay. hit rate 2% among 360,000. inhibition, % at 10 µM. TWEAK-stimulated Fn14 reporter cells, luciferase luminescence, 8 h; in the data active means inhibition above about 50%
CF NFkB block: inhibitors of cystic fibrosis induced NF-kB; KKLEB NF-kB-GFP reporter, PAF-induced, GFP fluorescence overnight; inhibition, % at 5 µM; hit rate 0.86% among 360,000;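 active means at least 50% inhibition at 5 µM, scaled per plate between neutral and stimulator controls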;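 further: PAF is a Pseudomonas aeruginosa culture filtrate used as stimulus; plate controls were PAF-stimulated DMSO wells for no effect and unstimulated DMSO wells for full effect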
MITF TRPM1 inh: MITF TRPM1 promoter inhibition in SK-MEL-5 cells | SK-MEL-5 TRPM1 promoter luciferase, 24 h | hit rate 0.83% among 330,000 | inhibition, % at 12.5 µM | AID 488899;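 active means mean inhibition across replicates of 60% or more, whatever share of single replicates reaches that level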; further: values of inactives mirror those of a sister screen read the other way
Peg3 prom inh: Peg3 promoter activity inhibition; HeLa PEG-Prom luciferase reporter, luminescence, overnight; inhibition, % at 20 µM; hit rate 1.7% among 360,000; AID 588405;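 active means inhibition of at least 50% at 20 µM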
TROY signal inh: inhibitors of TROY-dependent NF-kB signaling. Q293 LMP1-TROYcd NF-kB luciferase reporter, 4 h. inhibition, % at 10 µM. hit rate 0.98% among 360,000. AID 1347056;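 active means compounds whose plate-normalised and pattern-corrected inhibition of the luciferase reporter signal at the single screening dose is 50% or more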
* hit, by the source's call; nt = not tested or not shown.

Below each compound: Shn3 3UTR inh	CF NFkB block	Peg3 prom inh	TWEAK-Fn14 inh	MITF TRPM1 inh	NR2E3 ag-1	TRAIL sens C8	NR2E3 ag-2	TROY signal inh	HIF-2a inh	KKLEB cytotox
[1] Cc1ccc(C(O)CN2C3=NCCCN3c3ccccc32)cc1 (configuration not stated)
    29	12	10	-6	0	0	-5	-1	4	-12	6
[2] Cn1cccc1/C=N/NC(=O)c1sc2ccccc2c1Cl
    -36	-12	-242	51*	-39	-51	8	3	nt	-245	7
[3] C=CCn1c(C)cc(C(=O)COC(=O)c2ccc3c(c2)NC(=O)CS3)c1C
    -10	-10	-98	0	-13	-19	6	1	5	-50	12
[4] O=[N+]([O-])c1cc(Cl)c(O)c2ncccc12
    10	15	57*	-5	23	103*	5	nt	0	3	1
[5] Cc1cc(C)nc(NS(=O)(=O)c2ccc(NC(=O)c3ccc(S(=O)(=O)N4CCOCC4)cc3)cc2)n1
    5	-9	3	-19	3	-14	13	0	3	12	-2
[6] CSc1nnc(C)c(=O)n1COC(=O)c1ccc(S(=O)(=O)N(C)C)cc1
    -7	16	16	42	-8	4	-12	-1	28	20	-1
[7] COC(=O)c1cnc2c(c(C)nn2C)c1OC
    -3	-8	2	12	-8	20	-39	0	-8	18	4
[8] O=C(CCCN1C(=O)c2cccc3cccc(c23)C1=O)NCc1ccco1
    0	-6	1	-25	-3	-18	-1	3	9	-5	-13
[9] COc1ccccc1CNC(=O)COC(=O)c1ccc(C)c(S(=O)(=O)N2CCCCC2)c1
    -3	-11	10	-5	3	-15	-7	0	3	11	3
[10] O=C(NCc1ccccc1Cl)[C@@H]1CCCN1S(=O)(=O)c1ccc(Cl)cc1
    3	-4	12	-1	8	5	5	nt	-4	23	-2
[11] COc1cccc(/C=N/c2sc(Cc3ccccc3)c(C)c2C(N)=O)c1O
    -1	22	3	-16	3	-53	11	7	-11	-26	-10
[12] Cc1nnc(NC(=O)c2ccc(S(=O)(=O)N(C)c3ccccc3)cc2)s1
    -12	-16	1	-2	3	12	2	2	6	8	0
[13] S=c1[nH]cnc2scc(-c3ccc(Br)cc3)c12
    -1	10	14	20	8	81*	9	1	-6	18	17
[14] CC(Sc1cccc[n+]1[O-])C(=O)Nc1ccc(Oc2ccccc2)cc1 (configuration not stated)
    -2	-3	-4	-8	-5	-11	0	0	4	-11	-11
[15] CCCCNCCCCOc1ccccc1
    7	4	11	-39	6	10	7	3	-4	5	2
[16] Cc1ccc(-n2nc(C(=O)O)c(O)cc2=O)cc1
    0	-8	11	-2	11	-2	-6	-1	7	14	6
[17] CCCCNS(=O)(=O)c1ccc2nc(-c3cccnc3)cc(C(=O)NC(C)C)c2c1
    13	-21	11	-14	-14	-24	0	2	-1	2	0
[18] CCCc1nc(NC(=O)c2ccccc2)nc(NC(=O)c2ccccc2)n1
    -3	-7	5	6	7	-47	-19	-3	1	3	-7
[19] COc1c(F)c(F)c(C(=O)O)c(Nc2ccc(C)cc2C)c1F
    3	-27	8	-12	1	-2	-16	5	4	20	7
[20] CC1CCN(C(=O)C2Cc3ccccc3CN2S(=O)(=O)c2ccc(F)cc2)CC1 (configuration not stated)
    -27	-17	6	6	8	-4	-4	1	1	15	-1

Arranged by the number under TWEAK-Fn14 inh (low to high): some entries from above
| No. | Structure | TWEAK-Fn14 inh |
| --- | --- | --- |
| 8 | O=C(CCCN1C(=O)c2cccc3cccc(c23)C1=O)NCc1ccco1 | -25 |
| 9 | COc1ccccc1CNC(=O)COC(=O)c1ccc(C)c(S(=O)(=O)N2CCCCC2)c1 | -5 |
| 7 | COC(=O)c1cnc2c(c(C)nn2C)c1OC | 12 |

New compounds follow:
Below each compound: Shn3 3UTR inh	CF NFkB block	Peg3 prom inh	TWEAK-Fn14 inh	MITF TRPM1 inh	NR2E3 ag-1	TRAIL sens C8	NR2E3 ag-2	TROY signal inh	HIF-2a inh	KKLEB cytotox
[21] O=C(c1ccco1)N1CCN(CCCCOc2cccc3ccccc23)CC1
    13	-10	23	14	-2	12	6	-4	4	20	-3
[22] CN1CCN(c2ccccc2NC(=O)c2ccc(-c3cccc([N+](=O)[O-])c3)o2)CC1
    8	-24	48	-7	-2	25	-5	0	-11	-3	-14
[23] CCN(CC)S(=O)(=O)c1ccc(/C=C/C(=O)OCC(=O)N(C(C)C)C(C)C)cc1
    -13	9	-6	-25	9	-15	-6	1	20	9	6
[24] Cc1cccc(NC(=O)CCn2c(=O)oc3ccccc32)c1
    0	9	3	-1	-10	-23	0	5	13	-9	5
[25] O=C(CN1CCN(C2CCCCC2)CC1)c1ccc2cc[nH]c2c1
    -11	-7	-3	16	18	-10	10	1	5	-3	-2
[26] Oc1cccc(CN2CCCCC2)c1
    -3	-13	1	-6	-9	-7	-1	1	-25	12	3
[27] CSc1nnc(Cn2c(=O)sc3ccccc32)n1-c1ccccc1C
    -11	-4	2	-9	10	-7	-3	5	-7	-2	-8
[28] O=C(NCC1CCCO1)c1cccnc1Nc1ccccc1F (configuration not stated)
    -20	7	6	-1	1	-26	-18	2	-35	-13	-3
[29] CCC(=O)NCCc1nc2cc(NC(=O)c3cccc([N+](=O)[O-])c3)ccc2n1C
    -10	-2	-97	-3	-58	-21	0	nt	-32	-165	-4
[30] CC(C)NC(=O)NC(=O)COC(=O)c1ccc(F)cc1F
    5	-17	19	-6	-10	13	-8	2	2	14	-2
[31] CCN(CC)S(=O)(=O)c1cccc(-c2n[nH]c(=S)n2/N=C/c2ccc(OC)cc2)c1
    -7	-3	23	3	-11	-1	-8	-5	8	20	-6
[32] O=C1C2CCCCN2C(=O)N1CCCN1CCN(c2ccc(F)cc2)CC1 (configuration not stated)
    4	-1	8	-14	1	1	8	2	-3	12	-7
[33] Cc1ccc(/C=C(\NC(=O)c2ccccc2)C(=O)N2CCCC2C(=O)O)cc1 (configuration not stated)
    -6	2	6	7	-3	-8	-1	5	11	10	-4
[34] CC(C)NC(=O)N(C)C[C@H]1Oc2c(NC(=O)Cc3ccccc3)cccc2C(=O)N([C@H](C)CO)C[C@@H]1C
    -4	3	-10	-14	2	-5	-6	nt	-12	3	-8
[35] CCn1c(SCC(=O)N2CCCCC2)nc2c([nH]c3ccccc32)c1=O
    1	-45	18	19	nt	5	10	nt	-7	16	6
[36] Cn1c(=O)c2c(O)c([N+](=O)[O-])c(=O)n(C)c2n(C)c1=O
    7	-8	10	-7	8	-21	-7	2	-15	5	-2
[37] CCC(=O)N1CCc2cc(S(=O)(=O)NC(Cc3ccccc3)C(=O)NC3CCCCC3)ccc21 (configuration not stated)
    5	17	-1	9	-12	2	1	nt	-16	4	-1
[38] Cc1nc(-c2ccccc2)sc1C1(C)CC(c2ccc([N+](=O)[O-])cc2)=NO1 (configuration not stated)
    26	-5	-81	-43	-31	-33	4	1	-56	-115	-11
[39] O=C(NC1CCCCCCC1)c1ccc(Br)o1
    -20	4	-86	-11	-45	-30	11	0	-9	-138	-11
[40] COc1ccc(C2C3=C(CC(C)(C)CC3=O)N(CC(=O)O)C3=C2C(=O)CC(C)(C)C3)cc1OC
    -6	-28	8	-9	10	-12	5	2	0	15	16
[41] Nc1ncnc2c1ncn2[C@@H]1O[C@H](C(=O)NCc2ccc3c(c2)OCO3)[C@@H](O)[C@H]1O
    -59	3	3	-2	nt	5	-8	nt	6	11	0
[42] CCOC(=O)C1(C)CCCCN1C(=O)c1ccccc1OC (configuration not stated)
    -30	10	2	4	nt	-36	-1	nt	-11	1	1
[43] Cc1[nH]c(=O)[nH]c(=O)c1NS(=O)(=O)c1ccccc1
    -8	-2	-7	6	-6	-2	-6	2	-14	7	20
[44] C=CCOc1cccc(CNn2cn[nH]c2=S)c1
    6	-12	10	23	-3	21	-6	2	10	10	3
[45] O=C(NCc1cccnc1)c1ccc(-c2ccccc2[N+](=O)[O-])o1
    3	-2	-32	-6	-2	-31	-12	-1	-26	-37	10
[46] O=C1OCCN1CCNCc1cn(-c2ccc(F)cc2)nc1-c1ccccc1Cl
    -26	3	-2	22	-4	-11	-18	1	-15	14	8
[47] COc1ccc(C(=O)N2CCC(N3CCN(c4ccccc4)CC3)CC2)cc1
    -1	-1	0	-3	-1	-1	-5	4	11	3	-6
[48] COc1ccc(Cl)cc1NC(=O)CN1CCN(S(=O)(=O)N2CCCCC2)CC1
    31	14	8	-9	6	-22	9	3	6	10	-3
[49] C[C@@H]1NC(=O)N(CCCn2ccnc2)C1=O
    -3	-9	-10	-12	2	-33	4	-1	-1	9	-18
[50] COc1ccccc1NC(=O)c1ccc(NC(=O)COC(=O)c2cccnc2Cl)cc1
    -11	-18	-2	16	0	-10	19	nt	3	-2	8
[51] O=C(CN1C(=O)CCC1=O)Nc1nc(-c2cccs2)cs1
    -18	-19	13	25	2	25	15	1	-4	2	11
[52] CCOC(=O)c1cnc2ccc(C(=O)OC)cc2c1NCCc1ccc(OC)c(OC)c1
    -11	-17	15	10	12	-20	12	-3	0	25	-3
[53] O=C(Nc1ccc(Cl)cc1)N1CCCN(Cc2ccc(F)cc2)C1
    -7	17	30	3	1	4	1	4	-4	-17	-8
[54] O=C(CN1C(=O)c2ccccc2C1=O)Nc1cccc2cccnc12
    -4	4	18	-4	3	-5	2	0	-2	-2	7
[55] CS(=O)(=O)N(CC(=O)NC1CCCCC1)c1cccc(Cl)c1
    5	-4	7	-6	9	-2	5	-1	-14	10	6
[56] Cc1nn(C)c(C)c1NC(=O)CSc1nc(-c2ccccc2F)nc2c1cnn2-c1ccccc1
    7	-2	7	0	1	-22	-1	nt	11	-2	-4
[57] CCS(=O)(=O)N1CCN(C2CCC(C)CC2)CC1 (configuration not stated)
    0	-13	16	7	-2	31	-4	-3	-11	14	-4
[58] Cc1ccc(-c2cc(C(=O)N3CCC(C)CC3)c3ccccc3n2)cc1
    -17	13	-66	-11	-11	-38	-4	nt	-16	-85	-10
[59] CC(OC(=O)Cn1cc(C(F)(F)F)ccc1=O)C(=O)NC(C)c1ccc(Cl)cc1Cl (configuration not stated)
    -1	2	-5	2	3	-1	7	4	26	12	-5
[60] Cc1c(-n2cccc2C=O)cccc1[N+](=O)[O-]
    3	16	-6	19	-3	-21	-15	4	3	12	-10
[61] CC(NCCC(c1ccccc1)c1ccccc1)c1ccccc1 (configuration not stated)
    -9	-13	11	-21	6	-6	2	2	-11	5	10
[62] O=C(O)c1cccc(-n2nnnc2SCc2ccccc2Cl)c1
    -5	-8	-2	0	0	-18	-7	-2	11	1	0
[63] CO/N=C/c1cccn1-c1nccc(OC)c1C#N
    12	6	7	-14	-5	-11	-8	0	-10	17	-10
[64] CCC(CO)Oc1cc(NCc2ccc(O)cc2)c2ncn(C(C)C)c2c1 (configuration not stated)
    -17	7	2	-1	-9	5	-20	nt	-7	2	-3
[65] CCn1c(SCc2nc3ccccc3c(=O)[nH]2)nnc1-c1ccncc1
    -19	4	14	12	9	5	-7	1	1	15	5
[66] CN(C)C(C)(C)C#CCC(c1ccccc1)c1ccccc1
    -6	2	11	-2	1	-23	11	3	6	12	3
[67] CCN1CCN(Cc2nnc(-c3ccccc3)o2)CC1
    2	-9	3	-7	3	-10	2	0	-4	-22	4

Not all compounds are listed, so the mix of outcomes need not match the whole.
